TMEM16A act – activates or potentiates the mouse TMEM16A chloride channel | Q8BHY3 | HEK293 TMEM16A/YFP-H148Q/I152L, iodide quench fluorescence; active compounds read low | B-score at 10 µM | actives 0.3% (n = 340,000);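 active means fluorescence-ratio B-score plate-corrected deviation score at least 3 library SD below zero, with starting fluorescence score within 5 deviations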;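 further: channel opened by trigger with iodide after compound preincubation; score built on the fluorescence ratio of max minus min over baseline; more negative score means more quench and so TMEM16A activation or potentiation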
MrgX1 ag – activates human MrgX1 receptor signaling. Q96LB2. MrgX1-HEK293 cells, Fluo-4 calcium fluorescence, agonist mode; active compounds read high. B-score at 10 µM. actives 0.44% (n = 310,000). AID 588627;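 active means calcium response B-score plate-corrected fluorescence ratio at least 3 library SD, with starting fluorescence B-score inside 5 SD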
Target sequence (Q96LB2 whole entry, looked up): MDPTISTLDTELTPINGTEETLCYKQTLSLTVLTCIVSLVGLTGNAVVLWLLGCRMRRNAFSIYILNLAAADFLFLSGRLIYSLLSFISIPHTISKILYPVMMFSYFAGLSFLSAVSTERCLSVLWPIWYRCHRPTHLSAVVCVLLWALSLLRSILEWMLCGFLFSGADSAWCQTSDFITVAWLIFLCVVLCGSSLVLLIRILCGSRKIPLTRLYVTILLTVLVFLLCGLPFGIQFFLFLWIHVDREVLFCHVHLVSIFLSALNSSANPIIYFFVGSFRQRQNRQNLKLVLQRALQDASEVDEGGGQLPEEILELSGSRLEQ
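System – MrgX1-expressing HEK293 cells · Incubation – cells plated overnight, dye loaded 0.5 h 37 °C, 0.5 h room temperature · Technique – kinetic Fluo-4 NW fluorescence of intracellular calcium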
MrgX1 antag – human MrgX1 receptor antagonism, primary screen; MRGX1-HEK293 calcium flux, Fluo-4, BAM8-22 antagonism; active compounds read low; B-score at 10 µM; actives 1.3% (n = 310,000); AID 588676;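 active means calcium-response B-score plate-corrected more than 3 library SD below zero, starting fluorescence within 5 deviations, no agonist response on first addition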;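 further: peak minus trough fluorescence over baseline after final BAM8-22 challenge near maximal dose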
TRPC6 inh – mouse TRPC6 channel inhibition; actives 1.1% (n = 310,000); HEK293-TRPC6, membrane potential dye, ACh-evoked depolarization; active compounds read low; B-score at 10 µM; Q61143;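 active means B-score under library mean minus 3 SD, initial fluorescence not abnormally high, positive integrated signal ratio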;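 further: B-score derived from integrated fluorescence ratio over the kinetic read; more negative B-score means stronger inhibition of depolarization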
TRPC4 PAM – TRPC4 (mouse) allosteric potentiation | actives 0.42% (n = 310,000) | AID 2227 | B-score at 10 µM | HEK293 TRPC4beta/mu-opioid, DAMGO EC20, Fluo-4 Ca2+ flux; active compounds read high | Q9QUQ5;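 active means B-score of calcium response area above 5 SD of library B-scores, with initial fluorescence ratio within 5 SD of library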;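 further: B-score of integrated fluorescence ratio over time as area under calcium response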
MrgX1 allo act – allosterically activates human MrgX1 receptor signaling | MrgX1-HEK293, Fluo-4 calcium flux, FDSS; active compounds read high | B-score at 10 µM | actives 0.63% (n = 310,000) | AID 588675;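 active means plate-corrected calcium response at least 3 library SD above typical, normal starting fluorescence, not activating the receptor alone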;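 further: compound read alongside a low EC10 to EC30 dose of BAM8-22 agonist; peak minus trough fluorescence over baseline measured at the second addition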
TRPC4 act – activators of mouse TRPC4 channel; Q9QUQ5; HEK293 TRPC4beta/mu-opioid, Fluo4 calcium fluorescence; active compounds read high; B-score at 10 µM; actives 0.49% (n = 310,000); AID 2237;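 active means B-score above 5 SD of library B-scores, and initial fluorescence ratio not above library mean plus 5 SD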;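 further: positive B-score marks a calcium rise read as TRPC4 activation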
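Assay system: HEK293 stable line with TRPC4beta plus mu-opioid receptor. Times: dye 45 min RT, read 110 s. Measured by: kinetic Fluo4 calcium fluorescence. Measure: B score of integrated ratio. Controls: assay buffer as low control, maximal DAMGO as high control.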
TRPC6 act – activators of mouse TRPC6 channel | Q61143 | HEK293-TRPC6 membrane potential dye fluorescence; active compounds read high | B-score at 10 µM | actives 0.13% (n = 310,000);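 active means B-score of the integrated fluorescence ratio above library mean plus 3 SD, and starting fluorescence ratio within library mean plus 5 SD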;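 further: higher score means more depolarization so channel activation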
TMEM16A inh – inhibitors of mouse TMEM16A calcium-activated chloride channel; HEK293 TMEM16A/YFP iodide influx fluorescence, ionomycin; normalized B-score (activity score, 25-100; higher = stronger inhibition) at 10 µM; actives 1.2% (n = 310,000); AID 588511;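 active means ratio plate-corrected score three or more library SD toward inhibition, starting fluorescence score within five deviations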;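 further: score derived from kinetic fluorescence span divided by baseline fluorescence per well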
RGS4 block – human RGS4 inhibition; P49798; HEK293 M3R/RGS4 inducible, Fluo-4 calcium flux; active compounds read high; triggered by carbachol at its EC20; B-score at 10 µM; actives 0.45% (n = 310,000); AID 463165;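 active means B-score, a plate-corrected calcium signal, over three deviations above library mean, with baseline fluorescence within five deviations of library mean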;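 further: RGS4 expression induced by doxycycline in cells with stable M3 receptor; B-score is computed from the integrated fluorescence ratio over baseline after carbachol; higher B-score means a larger calcium signal and so more RGS4 inhibition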
Target sequence (P49798 whole entry, looked up): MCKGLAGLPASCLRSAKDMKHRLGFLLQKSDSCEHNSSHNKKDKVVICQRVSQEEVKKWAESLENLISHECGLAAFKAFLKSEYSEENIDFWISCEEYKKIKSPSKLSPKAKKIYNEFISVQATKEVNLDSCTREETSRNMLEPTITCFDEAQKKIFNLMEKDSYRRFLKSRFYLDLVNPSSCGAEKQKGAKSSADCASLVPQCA
TRPC4 block – TRPC4 (mouse) channel inhibition; Q9QUQ5; HEK293 TRPC4beta/mu-opioid, DAMGO-evoked Fluo4 calcium flux; active compounds read low; B-score at 10 µM; actives 0.39% (n = 300,000); AID 2247;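 active means B-score over 3 SD under the library average, no early fluorescence shift, positive overall ratio signal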
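Test system – stable TRPC4beta/mu-opioid receptor HEK293 cells · Probe or stimulus – DAMGO, a submaximal dose followed by a maximal one · Dosing – one concentration per compound · Signal – Fluo4 calcium fluorescence by kinetic imaging, 5 s 1 Hz baseline · Evaluation – per-well B score of integrated baseline-normalized Fluo4 ratio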
Numbers without * were called inactive; i = inactive; · = not tested or not shown.

Values run as follows: TMEM16A act, MrgX1 ag, MrgX1 antag, TRPC6 inh, TRPC4 PAM, MrgX1 allo act, TRPC4 act, TRPC6 act, TMEM16A inh, RGS4 block, TRPC4 block
#1 CN(c1cccc(NS(=O)(=O)c2ccccc2)c1)S(C)(=O)=O
  i, i, i, i, i, i, i, i, i, i, i
#2 CCOC(=O)c1ccc(NC(=S)Nc2ccc(Br)cc2N)cc1
  i, i, i, i, i, i, i, i, i, i, i
#3 CC(=O)Nc1ccc(O)c(-c2nc3ccccc3s2)c1
  i, i, i, i, i, i, i, i, i, i, i
#4 Cc1ccc(C(=O)CC(C(=O)O)c2cn(CCC#N)c3ccccc23)cc1 (stereo not given)
  i, i, i, ·, ·, i, ·, ·, i, ·, ·
#5 COCCn1c(SCCCC(=O)c2ccc(Br)cc2)nnc1-c1ccncc1
  i, i, i, i, i, i, i, i, i, i, i
#6 CC(C)(C)n1nc2c(c1NC(=O)c1ccc(C(F)(F)F)cc1)CS(=O)(=O)C2
  i, i, i, i, i, i, i, i, i, i, i
#7 O=S(=O)(N/N=C\c1cccc(F)c1)c1ccccc1
  i, i, i, i, i, i, i, i, i, i, i
#8 Cc1cc(=O)oc(C)c1C(=O)NCC(C)C
  i, i, i, i, i, i, i, i, i, i, i
#9 COc1cc(NC(=O)C/C(C)=N/NC(=O)c2cccc(O)c2)c(OC)cc1Cl
  i, i, i, i, i, i, i, i, i, i, i
#10 COc1ccccc1CN1C(=O)[C@@H]2C(CCC(N)=O)NC3(C(=O)Nc4c3ccc(Cl)c4C)[C@@H]2C1=O (stereo not given in full)
  i, i, i, i, i, i, i, i, i, i, i
#11 OCCN1CCN(c2ncnc3sc(-c4ccccc4)cc23)CC1
  i, i, i, -6.2*, i, i, i, i, i, i, i
#12 O=C(Nc1cc(Cl)cc(Cl)c1)N1CCCC1
  i, i, i, i, i, i, i, i, i, i, i
#13 O=C(O)C1CN(C(=O)c2cccc(Br)c2)C1
  i, i, i, i, i, i, i, i, i, i, i
#14 Cc1ccc(Nc2cc(C)nc(N3CCOCC3)n2)cc1
  i, i, i, i, i, i, i, i, i, i, i
#15 COc1ccc(CN2CCC(C(=O)Nc3ccc(Oc4cccnc4)cc3)CC2)cc1
  i, i, i, i, i, i, i, i, i, i, i
#16 Clc1ccc(/C(Cc2nc3ccccc3[nH]2)=N\Nc2ccccc2)cc1
  i, i, i, i, i, i, i, i, i, i, i
#17 CCCn1nnc2sc3c(c2c1=O)CCC(C)C3 (stereo not given)
  i, i, i, i, i, i, i, i, i, i, i
#18 COc1ccc(CCNC(=S)NC(=O)c2cccc(Cl)c2)cc1OC
  i, i, i, i, i, i, i, i, i, i, i
#19 Cc1ccc([N+](=O)[O-])cc1N=Nc1c(C)[nH]n(C(N)=S)c1=O
  i, i, i, i, i, i, i, i, i, i, i
#20 Cc1ccccc1C(=O)Oc1cc(N)n(S(C)(=O)=O)n1
  i, i, i, i, i, i, i, i, i, i, i
#21 CCOC(=O)c1ccc(NC(=O)Cn2c(=O)oc3ccccc32)cc1
  i, i, i, i, i, i, i, i, i, i, i
#22 O=C(CSc1nc2ccccc2c(=O)n1-c1ccccc1)N/N=C/C=C/c1ccccc1[N+](=O)[O-]
  i, i, i, i, i, i, i, i, i, i, i
#23 CCOC(=O)N1CCN(c2cc(=O)n(-c3ccc(Br)cc3)c(=O)[nH]2)CC1
  i, i, i, i, i, i, i, i, i, i, i
#24 O=C(c1ccccc1)c1ccc(OCCn2cnc3ccccc3c2=O)cc1
  i, i, i, i, i, i, i, i, i, i, i
#25 COc1cccc(C(=O)NNC(=O)C(=O)Nc2cccc3ccccc23)c1
  i, i, i, i, i, i, i, i, i, i, i
#26 N#CC(C#N)=Cc1cnc(N2CCN(c3ccccc3)CC2)s1
  i, i, i, i, i, i, i, i, i, i, i
#27 O=C(CCCc1cccs1)NCCc1c[nH]c2ccccc12
  i, i, i, i, i, i, i, i, i, i, i
#28 Cc1ccccc1NC(=O)c1cc(C(=O)c2cc(Cl)ccc2O)cn(-c2ccccc2C)c1=O
  i, i, i, i, i, i, i, i, i, i, i
#29 O=C(c1ccc(Cn2c(=O)[nH]c3ccsc3c2=O)cc1)N1CCN(c2ccccc2)CC1
  i, i, i, i, i, i, i, i, i, i, i
#30 COc1ccc(-n2c(/C=C(\C)O)nc(=O)c3c(C)cc(C)nc32)cc1
  i, i, i, i, i, i, i, i, i, i, i
#31 CC(C)(C)c1cc(/C=N/NC(=O)Cc2nc3ccccc3[nH]2)cc(C(C)(C)C)c1O
  i, i, i, i, i, i, i, i, i, i, i
#32 COc1ccc2c(c1OC)C(=O)OC2CC(=O)c1ccc(O)cc1 (stereo not given)
  i, i, i, i, i, i, i, i, i, i, i
#33 CC1Cc2ccccc2N1C(=O)COC(=O)Cn1nnc(-c2ccccc2)n1 (stereo not given)
  i, i, i, i, i, i, i, i, i, i, i
#34 CC(=O)c1c(C)[nH]c(C(=O)NNC(=O)COc2ccc(Cl)cc2C)c1C
  i, i, i, i, i, i, i, i, i, i, i
#35 CC(C)(C)C(=O)N1CCC[C@H]1C(O)(c1ccccc1)c1ccccc1
  i, i, i, i, i, i, i, i, i, i, i
#36 Cn1c(=O)c(Nc2ccc(O)cc2)c2c3c(cccc31)C(=O)c1ccccc1-2
  i, i, i, -6*, i, i, i, i, i, i, i
#37 CCOc1ncccc1C(=O)OCC(=O)Nc1cccc(C(C)=O)c1
  i, i, i, i, i, i, i, i, i, i, i
#38 O=S(=O)(/N=C(/NC(=S)Nc1ccccc1)c1ccccc1)c1ccc(Cl)cc1
  i, i, i, i, i, i, i, i, i, i, i
#39 CCC(=O)NCCc1nc2ccccc2n1CC(=O)c1ccccc1
  i, i, i, i, i, i, i, i, i, i, i
#40 O=C(NCc1ccc(F)cc1)c1cnccn1
  i, i, i, i, i, i, i, i, i, i, i
#41 O=C(c1cc(=O)c2ccccc2o1)N(Cc1ccccc1)C1CCS(=O)(=O)C1 (stereo not given)
  i, i, i, i, i, i, i, i, i, i, i
#42 CN(C)CC#CCC(O)(c1ccccc1)C1CCCCC1 (stereo not given)
  i, i, i, -6.5*, i, i, i, i, i, i, i
#43 O=C1CC(N2CCN(c3ncccn3)CC2)C(=O)N1CCc1ccccc1 (stereo not given)
  i, i, i, i, i, i, i, i, i, i, i
#44 COc1ccc(-c2nc(NC(=O)C3=NN(c4cccc(C)c4)C(=O)CC3)sc2C)cc1
  i, i, i, i, i, i, i, i, i, i, i
#45 COc1ccc(C(=O)CC(=O)Nc2ccc([N+](=O)[O-])cc2)cc1
  i, i, i, i, i, i, i, i, i, i, i
#46 CCC(NC(=O)/C(=C\c1ccc2c(c1)OCO2)NC(C)=O)C(=O)O (stereo not given)
  i, i, i, i, i, i, i, i, i, i, i
#47 Cc1ccc(NC(=O)CSc2nn(-c3ccccc3)c(=S)s2)cc1S(=O)(=O)N(C)C
  i, i, i, i, i, i, i, i, 25*, i, i
#48 O=C(CN1C(=O)NC2(CCCC2)C1=O)OCCOc1ccc(Br)cc1
  i, i, i, i, i, i, i, i, i, i, i
#49 C=CCn1c(SCC(=O)N2CCN(c3ccc(F)cc3)CC2)nnc1-c1cccs1
  i, i, i, i, i, i, i, i, i, i, i
#50 O=S(=O)(NCCc1ccc(F)cc1)c1cccc2cccnc12
  i, i, i, i, i, i, i, i, i, i, i
#51 O=C1CN(C(=O)COc2cccc(F)c2)c2ccccc2N1
  ·, i, i, i, i, i, i, i, i, i, i
#52 CC(C)(C)OC(=O)N1CCC[C@H]1c1nnc(SCc2ccccc2)o1
  i, i, i, i, i, i, i, i, i, i, i
#53 CC(CCC(=O)O)C1CC[C@@]2(C)C3C(=O)CC4C(C)(C)C(O)CC[C@]4(C)C3C(=O)C[C@]12C (stereo not given in full)
  i, i, i, i, i, i, i, i, i, i, i
#54 COC(F)(C(=O)Nc1ccc2c(c1)C(=O)NC2=O)C(F)(F)F (stereo not given)
  i, i, i, i, i, i, i, i, i, i, i
#55 O=S(=O)(Nc1cccc(-c2nc3cccnc3s2)c1)c1cccs1
  i, i, i, i, i, i, i, i, i, i, i
#56 CC(C)c1ccc(CNn2cnnc2)cc1
  i, i, i, i, i, i, i, i, i, i, i
#57 CCCc1cc2c(=O)n(NC(=O)c3nn(C)cc3[N+](=O)[O-])c(C)nc2s1
  i, i, i, i, i, i, i, i, i, i, i
#58 Cc1ccc(C(=O)NC(NC(=O)c2ccc(C)cc2)c2cccc([N+](=O)[O-])c2)cc1
  i, i, i, i, i, i, i, i, i, i, i
#59 CC(=O)Nc1ccc(NS(=O)(=O)c2ccccc2)c2ccccc12
  i, i, i, i, i, i, i, i, i, i, i
#60 COc1ccc(/C=N/Nc2cc(C)nc(N)n2)cc1
  i, i, i, i, i, i, i, i, i, i, i

Next entries:
Values run as follows: TMEM16A act, MrgX1 ag, MrgX1 antag, TRPC6 inh, TRPC4 PAM, MrgX1 allo act, TRPC4 act, TRPC6 act, TMEM16A inh, RGS4 block, TRPC4 block
#61 Cc1ncc(CO)c(/C=N/NC(=S)Nc2ccc(F)cc2)c1O
  i, i, i, i, i, i, i, i, i, i, i
#62 CCC(C)NC(=O)c1oc2ccc(S(=O)(=O)N3CCC4(CC3)OCCO4)cc2c1C (stereo not given)
  i, i, i, i, i, i, i, i, i, i, i
#63 CCCN1CCN(CCCNC(=O)CCN2C(=O)COc3ccccc32)CC1
  i, i, i, i, i, i, i, i, i, i, i
#64 CCOc1ccc(CC(=O)NNC(=O)/C=C/C(=O)O)cc1
  i, i, i, i, i, i, i, i, i, i, i
#65 Cc1ccc(NC(=O)c2cc3ccccc3oc2=O)cc1S(=O)(=O)N(C)C
  i, i, i, i, i, i, i, i, i, i, i
#66 CCC(C)(C)NC(=O)C(c1ccc(F)cc1)N(Cc1cccc(OC)c1)C(=O)c1cnccn1 (stereo not given)
  i, i, i, i, i, i, i, i, i, i, i
#67 CCCCN(C(=O)CSCc1ccc(C)cc1)c1c(N)n(CCC)c(=O)[nH]c1=O
  i, i, i, i, i, i, i, i, i, i, i
#68 Cc1cccc(-n2ncc3c2CCCC3NC(=O)CCN2CCCO2)c1C (stereo not given)
  i, i, i, i, i, i, i, i, i, i, i
